Assay outcomes as filed in PubChem.
KLK5 inh – kallikrein 5 (human) inhibition; Q9Y337; recombinant hK5, fluorogenic AMC substrate cleavage; inhibition, % at 5 µM; hit rate 0.59% among 210,000;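 active = inhibition of 40% or more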;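 also: 0% = enzyme controls without compound and 100% = no-enzyme blanks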
Target sequence (Q9Y337 67-293 limits assumed): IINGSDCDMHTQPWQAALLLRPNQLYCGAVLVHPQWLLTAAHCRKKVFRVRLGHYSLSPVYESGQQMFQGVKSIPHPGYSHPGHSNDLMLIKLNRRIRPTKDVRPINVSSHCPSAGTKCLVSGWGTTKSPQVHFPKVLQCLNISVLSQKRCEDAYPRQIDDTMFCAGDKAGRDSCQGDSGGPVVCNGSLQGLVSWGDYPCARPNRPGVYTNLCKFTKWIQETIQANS
KCC2 mod – modulates chloride dependent transport by human KCC2; hit rate 2.2% among 190,000; B-score of Tl+ flux slope (higher = more flux/activation; lower = inhibition) at 10 µM; KCC2 cells, thallium flux FluoZin-2 fluorescence;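 active = thallium flux slope and its plate-corrected score both differing from the plate sample mean at a set confidence after two filtering rounds, in either direction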;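 also: slope of fluorescence scaled to starting intensity during 10 to 20 s after thallium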
PERK inhibitor – blocks human PERK kinase | Q9NZJ5 | CHO PERK-DD fusion, SEAP luminescence translation reporter | inhibition, % at 5.6 µM | hit rate 0.17% among 220,000;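 active = inhibition above the mean inhibition of all tested compounds plus 3 SD, set separately per screening campaign, cut at about 2.9% in these data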;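 also: PERK kinase domain activated by AP20187 dimerizer at 100 nM; 0% = DMSO with dimerizer and 100% = rapamycin at 8.4 µM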
Wee1 stabilizer – blocks degradation of human Wee1 kinase | AID 1321 | hit rate 1.2% among 220,000 | P30291 | HeLa Luc-Wee1K328M stability, luciferase luminescence; 100% = proteasome inhibitor MG132 effect | reporter increase, % at 5 µM;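 active = activation above the mean of all tested compounds plus 3 SD, set per screening run, cut at about 8.8% in these data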;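 also: cells exposed to compound for 20 h before luminescence read; 0% = DMSO alone and 100% = MG132 at 30 µM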
p97 ATPase inh – human p97 ATPase inhibition. P55072. recombinant p97 ATPase, Kinase-Glo ATP luminescence, 3 h. inhibition, % at 8 µM. hit rate 0.42% among 220,000. AID 1481; in the data active = inhibition above about 15%;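 also: 0% = DMSO vehicle and 100% = wells lacking enzyme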
thrombin 1536 – inhibitors of human thrombin. alpha-thrombin, Boc-VPR-AMC fluorogenic substrate cleavage. inhibition, % at 5 µM. hit rate 0.26% among 220,000. AID 1046;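 active = inhibition at or above 40%; inactive = inhibition below 40%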;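 also: 0% = enzyme with no compound and 100% = wells without enzyme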
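Material: Human alpha-thrombin protein | Buffer or medium: pH 7.5 Tris-saline with Tween 20 | Reagent: Boc-VPR-AMC substrate, 15 µM final | Schedule: Reaction at ambient temperature | Detection: AMC fluorescence at 355 nm excitation and 460 nm emission | Evaluation: Percent inhibition scaled between no-compound controls and no-enzyme blanks | Controls: no-compound enzyme wells and no-enzyme blanks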
FXIIa inh 1536 – inhibitors of human coagulation factor XIIa; hit rate 0.3% among 220,000; P00748; purified FXIIa, Boc-QGR-AMC fluorogenic substrate, 2 h; inhibition, % at 5 µM; in the data active = inhibition above about 40%;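 also: 0% = enzyme with no compound and 100% = blank without enzyme; many of its hits are not listed in these tables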
FXIa inh – factor XIa (human) inhibition; P03951; purified FXIa, Boc-Glu-Ala-Arg-AMC fluorogenic substrate; inhibition, % at 5 µM; hit rate 0.14% among 220,000;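 active = inhibition of at least 40%; inactive = inhibition below 40%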;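 also: fluorescence of freed AMC excited at 355 nm; 0% = enzyme without compound and 100% = no enzyme blank; many of its hits are not listed in these tables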
Target sequence (P03951 19-387 limits assumed): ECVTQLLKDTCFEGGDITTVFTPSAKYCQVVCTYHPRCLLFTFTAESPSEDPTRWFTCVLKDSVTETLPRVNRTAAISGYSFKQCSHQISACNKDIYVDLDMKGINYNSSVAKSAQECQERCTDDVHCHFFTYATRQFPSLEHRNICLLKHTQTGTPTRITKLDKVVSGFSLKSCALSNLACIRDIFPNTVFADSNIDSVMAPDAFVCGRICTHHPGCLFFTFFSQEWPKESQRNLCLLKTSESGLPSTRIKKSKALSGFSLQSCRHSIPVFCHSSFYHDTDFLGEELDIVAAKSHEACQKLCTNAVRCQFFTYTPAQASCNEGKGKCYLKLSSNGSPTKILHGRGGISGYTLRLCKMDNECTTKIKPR
Target sequence (P03951 388-625 limits assumed): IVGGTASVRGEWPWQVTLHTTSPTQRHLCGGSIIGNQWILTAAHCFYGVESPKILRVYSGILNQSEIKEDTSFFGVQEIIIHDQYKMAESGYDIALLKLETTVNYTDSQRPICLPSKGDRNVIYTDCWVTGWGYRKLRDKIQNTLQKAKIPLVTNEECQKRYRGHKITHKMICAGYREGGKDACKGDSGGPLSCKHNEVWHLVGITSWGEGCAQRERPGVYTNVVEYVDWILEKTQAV
Furin inh – inhibitors of human furin. P09958. inhibition, % at 30 µM. AID 463115. hit rate 0.061% among 220,000. purified furin, fluorogenic substrate cleavage; in the data active = inhibition above about 25%; also: inactives centre near -15
Active calls of the source: *; / = no result given; [ ] = remark or other dose.

SMILES	KLK5 inh	KCC2 mod	PERK inhibitor	Wee1 stabilizer	p97 ATPase inh	thrombin 1536	FXIIa inh 1536	FXIa inh	Furin inh
CCn1cc(/C=C/C(=O)Nc2ccn(Cc3c(F)c(F)c(F)c(F)c3F)n2)cn1	-5.1	-0.362	-1.2	0.6	-5.5	-1.7	4.9	7.5	-7.0
O=[N+]([O-])c1cc(S(=O)(=O)N2CCCC2)ccc1N/N=C1/CCCc2ccccc21	-8.3	-3.99*	2.3	-1.6	1.4	-1.6	17.6	10.2	-10.2
Cn1ccnc1C(O)c1ccc(OCc2ccccc2)cc1 (stereo unspecified)	-8.0	1.13	0.1	3.0	-0.3	-7.7	36.7	14.9	-17.4
CC1(C)CC(=O)c2c(oc3cc(O)c(O)cc23)C1	-6.7	0.124	0.7	0.7	1.8	-2.8	7.8	1.1	-26.5[20 µM]
C1CCN(c2nc3nonc3nc2NCC2CCOCC2)CC1	/	/	-0.1	-2.1	0.9	-5.6	4.3	-0.4	-12.3
CC1(C)Cc2nc3oc4c(=O)n(CC(=O)Nc5cccc(Cl)c5)cnc4c3cc2CO1	-3.0	2.06	-0.7	-0.9	-7.5	-3.2	1.8	-1.6	-5.5
CCc1ccccc1NC(=S)N(Cc1cccs1)C1CCCC1	-20.1	-0.0114	0.5	-2.8	3.2	3.0	-1.3	-5.1	-19.7
S=C(Nc1ccccc1)N1CCCCCCC1	3.5	-0.00706	0.1	-5.0	3.0	-3.2	8.1	-0.5	-36.0
N#CC1=C(N)Nc2ncnn2C1c1ccccc1 (stereo unspecified)	-19.8	-0.0569	0.1	1.3	0.2	-1.7	11.8	1.5	0.0
C=CCNC(=O)/C(C#N)=C/c1ccc(C)o1	-0.6	/	0.5	0.3	6.9	-0.5	7.4	0.0	0.1
CCN(c1ccccc1)S(=O)(=O)c1ccc(F)cc1C	3.0	-1	0.6	1.0	-2.4	7.9	21.8	19.0	-7.9[20 µM]
O=C(N/N=C/c1ccco1)c1ccc2nc[nH]c2c1	15.7	0.534	0.9	5.2	-0.5	0.1	9.1	7.4	-19.2
COc1cc2c(cc1OC)CN(c1ccc([N+](=O)[O-])cc1Cl)CC2	-2.2	/	-0.7	4.4	2.4	-0.7	12.7	6.9	-18.9
Cc1cccc(OCCN2CSC(=S)N(C)C2)c1	-14.4	-0.244	0.0	1.8	-7.6	-4.9	1.2	-9.6	-0.8
O=C(COc1cccc2ccccc12)Nc1nc2ccccc2[nH]1	-8.8	-1.42	-1.1	1.2	1.5	-2.3	0.4	-6.7	-23.6[20 µM]
N#Cc1ccccc1OCC(=O)NCC1(N2CCCCC2)CCCCC1	15.4	0.754	0.4	0.2	0.0	2.2	5.6	3.2	-16.7
O=C(O)c1ccc(N2C(=O)/C(=C\c3ccccc3)N=C2c2ccccc2)cc1	7.8	-2.27	0.9	-1.7	1.9	0.3	7.6	2.5	-22.5
CCCc1cc(=O)[nH]c(SCC(=O)Nc2ccc([N+](=O)[O-])cc2C#N)n1	6.2	-0.0104	0.9	-0.2	2.7	3.2	13.0	-1.7	-25.8
COc1cc(OC)c([N+](=O)[O-])cc1/C=N/NC(=O)c1ccncc1	0.5	/	1.1	-0.5	12.1	-13.3	6.9	-3.0	-16.2
COc1cc(NC(=O)C2CC2C)c(C(=O)O)cc1OC (stereo unspecified)	-16.6	1.37	0.1	-2.2	-5.4	0.2	26.0	20.0	-3.5[20 µM]
O=C(Cn1cnc2c(nnn2Cc2ccc(F)cc2)c1=O)NCc1ccc(F)cc1	-7.1	-1.95	-0.4	0.7	1.6	0.7	1.2	-2.5	-13.2
COc1ccccc1OCc1nnc(SCC(=O)N2CCCCC2)n1-c1ccccc1	8.6	/	-0.4	-1.0	0.7	-4.1	10.8	6.3	1.9
COCC(=O)Nc1cc(Cl)ccc1C(F)(F)F	-3.1	0.424	1.6	-2.0	1.6	-6.7	4.7	-2.4	-19.4
Cn1[nH]c(C(F)(F)F)cc1=O	-3.2	0.0868	-0.2	-0.2	-6.8	-7.9	4.9	-2.6	-13.2
CC(C)CNC(=O)C(=O)N/N=C/c1cccs1	-6.6	-0.0847	0.8	-1.1	8.1	2.0	14.9	2.2	-16.4[20 µM]
Remaining list, next part:
SMILES	KLK5 inh	KCC2 mod	PERK inhibitor	Wee1 stabilizer	p97 ATPase inh	thrombin 1536	FXIIa inh 1536	FXIa inh	Furin inh
Cc1cc(/C=C2/C(=O)NN(c3ccccc3)C2=O)c(C)n1-c1cccc(O)c1	-3.5	-2.92	0.6	-0.6	5.9	-5.7	4.1	4.2	-12.9
Cc1ccc2c(CSc3nnc4ccccn34)cc(=O)oc2c1C	-11.2	-0.541	0.0	2.7	3.8	1.4	18.0	12.2	-13.1
CNC(=O)COC(=O)c1cc(F)c(F)cc1Cl	0.3	0.235	0.1	0.3	1.8	3.4	14.8	2.4	-24.8
CC(C)C(=O)Nc1cccc(C(=O)Nc2nnc(C(C)C)s2)c1	-4.4	-0.108	0.1	2.2	2.1	-2.6	15.3	7.9	-11.3[20 µM]
O=C(c1ccc(CN2CCOCC2)cc1)N1CCN(c2ccccc2F)CC1	10.1	/	-0.7	0.9	2.9	-4.2	13.2	-1.8	-21.5[20 µM]
Cc1sc2ncnc(NCC(c3ccco3)N(C)C)c2c1C (stereo unspecified)	1.4	-0.0253	-1.5	-1.7	-4.7	-3.6	-0.2	-4.0	-19.8
CCn1c(Cc2ccccc2)nnc1SCC(=O)Nc1ccc2c(c1)OCO2	-20.8	-0.0115	-0.3	4.2	-3.0	-19.5	20.6	-1.8	-19.1
CC1=C(c2ccc(C)cc2)[N+](=O)C(C)(C)N1[O-]	-2.6	0.54	1.6	6.1	7.1	8.9	1.6	-2.8	-21.8
O=C(Nc1ccc2c(c1)nc1n2CCOC1)c1ccccc1	-1.2	/	1.1	4.0	7.0	-5.0	2.5	0.6	-26.0
O=C(NCCCN1CCOCC1)C1CC(=O)N(C2CCCCC2)C1 (stereo unspecified)	-11.7	/	0.0	1.7	5.7	-2.4	11.7	0.4	-20.8
Cc1cccc(OCCSCc2nc3ccccc3[nH]2)c1	-9.3	-0.11	-0.3	-1.2	-0.3	-1.0	7.5	1.1	-6.8[20 µM]
CC1CCc2c(nc3sc4c(c3c2N)CCCC4)C1 (stereo unspecified)	-22.2	-0.433	-0.3	0.9	3.6	0.3	20.3	10.3	-23.9
CSCCC(NC(=O)c1ccccc1)C(=O)N/N=C(\C)c1ccccc1 (stereo unspecified)	0.6	0.1	-0.9	2.6	3.5	-6.0	4.5	-7.8	-9.9
CN(C)C(=O)/C(=C\c1ccncc1)NC(=O)c1ccccc1	-1.1	-0.175	1.0	1.0	7.7	-6.5	3.5	-3.3	-15.9
COc1ccc(S(=O)(=O)N2CCSC2c2ccccc2)cc1 (stereo unspecified)	13.9	-2.58	0.5	-0.3	-1.1	-4.6	11.6	-5.5	-23.9[20 µM]
CN(C(=O)c1ccc(OC2CCN(S(=O)(=O)N(C)C)CC2)cc1)C1CCCCC1	-3.4	-0.33	-0.3	-0.2	-2.1	-0.7	7.7	-6.6	-7.3
CC1Cc2ccccc2N1CC(=O)Nc1ccc(S(N)(=O)=O)cc1 (stereo unspecified)	-6.8	1.32	0.3	2.9	3.4	-5.5	8.0	0.4	4.5
Cc1ccc(NC(=O)c2cnn(-c3ccccc3)c2NC(=O)c2ccco2)cc1	-17.7	-1.94	-1.4	2.4	6.8	-2.6	6.7	-3.3	-17.1
O=C(NC(=S)NCC1CCCO1)c1ccccc1F (stereo unspecified)	/	0.103	-0.1	5.4	-1.8	-9.0	3.0	-2.2	-9.3
CCOC(=O)N1CCC(NC(=O)Cn2ncc3c4ccccc4n(C)c3c2=O)CC1	-17.6	-2.59*	-0.1	1.3	-1.2	-1.4	6.7	-3.9	-18.8[20 µM]
O=C(NC1CCCCCCC1)c1cnccn1	-17.7	0.0313	1.6	-2.2	4.4	0.3	26.4	29.7	-25.7
Cc1ccc(S(=O)(=O)Oc2ccccc2/C=N/NC(=O)c2c(Cl)cnn2C)cc1	9.7	/	-0.7	3.9	3.3	13.9	15.9	14.5	-15.3[20 µM]
CCOC(=O)C1=C(C)NC(=S)NC1c1ccc(-c2ccc(Cl)cc2)o1 (stereo unspecified)	-3.7	1.09	0.3	2.4	6.9	2.1	3.6	2.1	-12.8
O=c1cc(Nc2ccc3c(c2)OCCO3)[nH]c(=O)n1-c1ccc(Cl)cc1	-0.2	1.16	2.6	0.6	3.7	-6.4	1.4	-9.4	-27.7
O=C(Nc1ccn(Cc2ccc(Cl)cc2)n1)c1ccccc1	-21.0	-1.97	0.8	-0.1	-2.9	-0.5	1.7	-1.6	-11.7

Entries of single compounds, quoted from the list.
Record of `CN(C)C(=O)/C(=C\c1ccncc1)NC(=O)c1ccccc1` → KLK5 inh: -1.1; KCC2 mod: -0.175; PERK inhibitor: 1.0; Wee1 stabilizer: 1.0; p97 ATPase inh: 7.7; thrombin 1536: -6.5; FXIIa inh 1536: 3.5; FXIa inh: -3.3; Furin inh: -15.9
Record of `O=C(NC(=S)NCC1CCCO1)c1ccccc1F` (stereo unspecified) → KLK5 inh: /; KCC2 mod: 0.103; PERK inhibitor: -0.1; Wee1 stabilizer: 5.4; p97 ATPase inh: -1.8; thrombin 1536: -9.0; FXIIa inh 1536: 3.0; FXIa inh: -2.2; Furin inh: -9.3

(more compounds)
SMILES	KLK5 inh	KCC2 mod	PERK inhibitor	Wee1 stabilizer	p97 ATPase inh	thrombin 1536	FXIIa inh 1536	FXIa inh	Furin inh
COc1ccc(-n2nnnc2SCC(=O)N2C(C)CCCC2C)c(OC)c1 (stereo unspecified)	-32.2	-0.543	0.5	0.4	6.3	-13.6	-12.3	-7.8	-28.4
Cc1cc(CNC(=O)C(C)Cc2ccccc2)nn1C (stereo unspecified)	-4.7	-0.247	-0.3	-3.3	-5.0	-4.5	-2.0	3.1	-4.9
Cc1ccc2nc(N3CCN(c4ccccc4)CC3)c(C=O)c(=O)n2c1	5.3	-1.4	-0.7	-0.1	-2.3	2.5	10.5	2.9	-29.5
Cc1cc(/C=C2/C(=O)N(C)C(=S)N2C)c(C)n1C1CC1	-9.2	-0.0457	-0.4	-0.4	4.0	2.5	13.9	2.5	-7.6
CCOC(=O)c1cnc(-n2nc(C)cc2C)nc1Oc1ccc(C#N)cc1	0.7	0.15	1.0	-4.1	3.7	1.1	6.8	-1.8	-26.6
O=C1N(CN2C(=O)C3(OCCO3)c3ccccc32)c2ccccc2C12OCCO2	-7.5	1.28	0.1	2.0	1.9	-7.6	5.3	-5.1	-23.9
COc1cc(NC(=O)Cn2c(C)cc3ccccc3c2=O)cc(OC)c1OC	3.4	0.00827	0.3	-3.2	1.1	1.6	16.3	6.0	12.6[20 µM]
CN(C)C(=S)Nc1ccc(Cl)cc1	5.4	2.18	1.6	-0.1	4.5	2.7	8.5	11.6	-42.8
CC(C)[C@H](NS(=O)(=O)c1ccccc1)C(=O)OCn1nnc2ccccc2c1=O	2.3	/	-0.7	4.0	1.0	3.6	15.1	0.2	-12.0[20 µM]
Nc1nc(Nc2ccccc2)nc(N2CCOCC2)c1[N+](=O)[O-]	-10.3	0.0363	0.6	-1.9	4.9	-15.7	8.1	2.2	-8.4
CC(=O)c1cccc(NC(=O)C2(c3ccccc3)CC2(Cl)Cl)c1 (stereo unspecified)	-4.2	-0.133	0.4	-2.4	-2.3	-13.4	2.1	-5.2	-17.4
CN(C)C(=O)CSc1nc(SCC(=O)N(C)C)n(-c2ccccc2)n1	-14.8	/	0.1	-1.7	4.2	1.8	-3.4	-6.9	-8.9[20 µM]
CCC(C)NS(=O)(=O)c1ccc(OCC(=O)NCC2CCCO2)cc1 (stereo unspecified)	-2.0	-0.106	-0.1	-1.8	-1.4	1.3	13.0	-5.1	-9.9[20 µM]
